Source: PubChem BioAssay (National Center for Advancing Translational Sciences (NCATS))
DT40 TDP1 no CPT = qHTS for Inhibitors of human tyrosyl-DNA phosphodiesterase 1 (TDP1): qHTS in cells in absence of CPT | DT40 Tdp1-/- hTDP1 cells, no CPT, ATP luminescence, 48 h | hit rate 15% among 420,000 | Potency, µM (series often up to 46.2 µM), without a hit: at the top dose activity change, negative = growth inhibition, most hits filed as inhibitors | AID 686978, 2013; further: nearly all actives have a fitted effect of over 55% in size
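DT40 Tdp1-/-;hTDP1 cells, no CPT (DMSO vehicle only), 400 cells/well; compounds pin-transferred; ≥48 hr, 37 °C; CellTiter-Glo 30 min RT dark, luminescence read.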
N370S GC mod = N370S glucocerebrosidase modulation, Gaucher chaperone candidate | hit rate 0.092% among 330,000 | N370S GC spleen homogenate, 4MU-glucoside fluorescence | Potency, µM (highest dose often 59.4 µM), for inactives: at the top dose activity change, negative = inhibition, hits mostly inhibitors | P04062 | AID 2101;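 further: 0% = full enzyme activity and -100% = no enzyme basal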
TDP1 block = blocks human tyrosyl-DNA phosphodiesterase 1; recombinant TDP1, AlphaScreen DNA substrate cleavage; Potency, µM (top dose mostly 130 µM), inactives show at the top dose activity change, negative = inhibition, most hits filed as inhibitors; hit rate 0.28% among 350,000; further: nearly all actives have a fitted effect of over 40% in size
Target sequence (Q9NUW8 whole entry, looked up): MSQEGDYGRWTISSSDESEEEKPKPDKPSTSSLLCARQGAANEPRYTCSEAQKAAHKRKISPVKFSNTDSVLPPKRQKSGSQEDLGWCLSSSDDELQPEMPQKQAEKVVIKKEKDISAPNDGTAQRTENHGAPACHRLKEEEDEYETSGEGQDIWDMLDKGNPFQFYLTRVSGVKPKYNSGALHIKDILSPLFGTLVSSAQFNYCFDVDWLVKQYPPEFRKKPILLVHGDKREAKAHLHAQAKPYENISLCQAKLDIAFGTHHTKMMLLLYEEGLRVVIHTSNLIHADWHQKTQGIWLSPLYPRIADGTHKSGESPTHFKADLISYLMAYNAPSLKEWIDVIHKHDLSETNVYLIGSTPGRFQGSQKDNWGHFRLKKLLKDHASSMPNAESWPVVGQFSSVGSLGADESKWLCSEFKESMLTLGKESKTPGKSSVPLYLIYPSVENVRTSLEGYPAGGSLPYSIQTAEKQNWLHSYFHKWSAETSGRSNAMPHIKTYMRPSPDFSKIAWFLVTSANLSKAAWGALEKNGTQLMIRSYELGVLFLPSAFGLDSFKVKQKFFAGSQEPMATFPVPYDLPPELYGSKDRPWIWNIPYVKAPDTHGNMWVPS
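Compounds were preincubated with Tdp1 (1 nM final) for 15 min at room temperature before substrate (15 nM final) started a 5 min reaction; beads (10 ug/ml final) were then added for 10 min before AlphaScreen detection.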
* marks the source's active call; other numbers are inactive results; u = inconclusive; x = not tested or not shown; & = joins results of further samples; [ ] = remark or other dose. The call rests on the fitted dose curve; in most records, active means well fitted curve in the direction sought with a large enough effect; inconclusive means small, poorly fitted or top-dose-only effect, or another doubt; inactive means no such curve, though single readings can be large; an effect the other way counts as inactive or inconclusive. Unless noted, on the % scale 0 is the no-effect control and ±100 the full control effect; potency means the concentration at half of the fitted maximal effect.

SMILES | DT40 TDP1 no CPT | N370S GC mod | TDP1 block
Cc1ccc(-c2cn3nc(N4CCCC(C(=O)Nc5ccc(F)cc5)C4)sc3n2)cc1 (stereo not given) | 18µM* | x | 5%
COc1ccc(Cl)cc1NC(=O)C(C)NC(c1ccccc1)c1ccccc1 (stereo not given) | u | 22% | 0%
CCCCOC(=O)c1ccc(NC(=O)C(=O)CC(=O)c2ccc(OC)cc2)cc1 | 16µM* | -1% | x
COc1cccc(NC(=O)c2sc3nc(N4CCOCC4)c4c(c3c2N)CCCC4)c1 | 23µM* | u | 3%
COC(=O)c1nc(NC(=O)C(C)(C)C)n[nH]1 | u | -10% | 1%
COc1ccc(N(CC(=O)NCc2cccs2)S(=O)(=O)c2ccc(F)cc2)cc1 | 7% | x | 0%
Cc1nc2ccc(S(=O)(=O)N(C)CC(=O)Nc3cccc(C(F)(F)F)c3)cc2s1 | u | x | 3%
CC1(O)C(=O)C=C2C=C3CCCN3C=C2C1=O (stereo not given) | x | -8%[12.8 µM] | 2%[21 µM]
CN(C)S(=O)(=O)c1ccc(Cl)c(NC(=O)COC(=O)c2ccc3c(c2)NC(=O)CS3)c1 | u | 2% | 0%
Cc1oc(-c2ccccc2F)nc1CS(=O)(=O)CC(=O)N1CCN(c2ccccc2)CC1 | u | 0% | -5%&2%
O=C(NCc1ccccc1Br)c1ccc2c(c1)OCCO2 | -14% | 2% | x
Cc1ccc(-c2noc(-c3ccccc3Br)n2)cc1 | u | 0%[2.35 µM] | -4%
Cc1nc(N2CCN(C(=O)c3ccco3)CC2)nc2c1C(=O)CC(C)C2 (stereo not given) | -12% | -6% | 3%
CN=c1sc2ccccc2n1CC(O)COc1ccccc1 (stereo not given) | 18µM* | 1% | 4%
CSCCC1NC(=O)NC1=O (stereo not given) | -13% | -1% | 2%
CCc1ccc(-c2csc(NC(=O)C3CC(=O)N(c4ccc5c(c4)OCCO5)C3)n2)cc1 (stereo not given) | 16µM* | -1% | 3%
Cc1ccc(CN2[C@@H](CC3CCCCC3)COCCS2(=O)=O)cc1 | 13µM* | 17% | x
CC12CCC(C(=O)N/N=C/c3ccc(O)cc3O)(OC1=O)C2(C)C (stereo not given) | 10µM* | -8% | 6%
Cc1ccc(-c2nnc(Nc3ccc(CC(N)=O)cc3)c3ccccc23)cc1S(=O)(=O)NCC1CCCO1 (stereo not given) | 3% | -4% | x
CSCCNC(C)=O | x | -4% | 4%
CCOc1ccccc1/C=C(/NC(=O)c1ccccc1)C(=O)NCC(=O)O | 0% | 9% | 1%
Cc1nc(-c2ccccn2)nc(SCC(=O)c2ccccc2)c1Cl | u | 22% | 3%
N#Cc1nc(-c2ccc(OCc3ccc(Cl)cc3)cc2)oc1NCc1cccnc1 | u | 1% | 4%
Cc1ccc(/C=C/C(=O)O)cc1S(=O)(=O)Nc1ccccc1C(=O)O | 0% | -8% | x
CNC(=O)C1CCN(S(=O)(=O)c2c(C)noc2/C=C/c2cccc(OC)c2)CC1 | -15% | u | x
Additional entries:
SMILES | DT40 TDP1 no CPT | N370S GC mod | TDP1 block
C#CCNC(=O)C1=C[C@H](c2coc3ccccc3c2=O)C[C@H](OCCCCO)O1 | -11% | -8% | 4%
CCn1cc(C(=O)N2CCN(c3ccc(C)cc3)C(C)C2)c(=O)c2cc(S(=O)(=O)N3CCCC3)ccc21 (stereo not given) | u | x | 0%
O=C(Nc1nnc(-c2ccc(F)cc2)s1)C1CCN(S(=O)(=O)c2ccc(Cl)cc2)CC1 | u | 2% | 0%
CCn1cnc2cc(NC(=O)c3ccc(C)cc3)ccc21 | -25% | -3% | x
CCN(CC)C(=S)Oc1c(Cl)cccc1Cl | u | 6% | x
Cc1c(C=O)c2ccccn2c1C(=O)c1cccc([N+](=O)[O-])c1 | u | 4% | 4%
Cc1ccccc1OCC(=O)NC(Cc1c[nH]c2ccccc12)C(=O)O (stereo not given) | 8% | 1% | 7%
O=C(O)c1nc(-c2ccccc2)n(-c2cccc(C(F)(F)F)c2)n1 | 13% | -3% | 7%
CCCc1nc2nc(C)c(NS(=O)(=O)c3ccc(F)cc3)c(=O)n2[nH]1 | -3%&-5% | -1% | 5%
CC(C)N(C(=O)Cn1cc(S(=O)(=O)CC(=O)NCc2ccc(F)cc2)c2ccccc21)C(C)C | -24% | -2% | 5%
COc1cccc2sc(N(CCCN(C)C)C(=O)c3ccc(S(=O)(=O)N4CCc5ccccc5C4)cc3)nc12 | 10µM* | u | 9%
COCCn1c(C)nnc1SCC(=O)NNC(=O)c1ccc(Br)cc1 | 5% | -30% | -4%
CCCCC[C@H](O)/C=C/[C@H]1OC(O)C[C@H](O)[C@@H]1C/C=C\CCCC(=O)O (stereo not given in full) | x | -27% | 10%
CCOC(=O)c1cc2c(=O)n3ccccc3nc2n(CC(C)C)c1=NC(=O)C(C)Oc1ccccc1 (stereo not given) | u | x | 3%
OC(c1ccc(Cl)cc1)C(CN1CCOCC1)c1ccccc1 (stereo not given) | u | -4% | x
O=C(CN(C(=O)c1csnn1)c1ccccc1)NCCc1ccccc1 | -1% | -14% | 2%
O=C(c1ccc(S(=O)(=O)NCC2CCCO2)cc1)N1CCN(c2ccccc2F)CC1 (stereo not given) | -11% | -5% | 2%
CN(Cc1cc2ccccc2[nH]c1=O)S(=O)(=O)c1ccccc1 | -14% | 21% | 2%
O=C(COc1ccc(S(=O)(=O)N2CCOCC2)cc1)N1CCN(c2ccccc2)CC1 | u | 2% | 2%
O=C(O)c1cnn(-c2ccccc2)c1C(F)(F)F | 0% | -2% | -1%
Cc1ccc(-n2ncc3c(N(CCO)Cc4ccccc4)ncnc32)cc1 | 8.2µM* | x | 8%
CCOC(=O)c1[nH]c(C)c(C(=O)Nc2ccc3c(c2)CCC3)c1C | u | 5% | -1%
CCCCCN(C(=O)CCC(=O)OCC(=O)Nc1cccc(CC)c1)c1c(N)n(CCCC)c(=O)[nH]c1=O | -17% | -10% | x
CC(=O)O[C@H]1C2=C(C(=O)[C@H]3O[C@@H]31)[C@@H]1[C@@H]3[C@@H](C)OC=C4[C@H](O)[C@H]5O[C@@H]5C(=O)[C@]43C2O[C@H]1C | x | 2%[12.8 µM] | 4%[21 µM]
COc1ccc(S(=O)(=O)N(CC(=O)NN=C2CCN(C)CC2)c2cc(Cl)ccc2OC)cc1OC | 1% | 0% | 3%
(list continues)
SMILES | DT40 TDP1 no CPT | N370S GC mod | TDP1 block
O=C(COc1ccc(Cl)cc1)NCc1nnc(SCC(=O)Nc2ccccc2)o1 | -10% | 6% | -3%
O=C(Nc1cccc(Cl)c1N1CCCC1)c1cccc(-c2cc3ccccc3oc2=O)c1 | u | 1% | 4%
O=C(CN1CCN(c2ccc(F)cc2)CC1)Nc1ccccc1[N+](=O)[O-] | u | -4% | 6%
CCOc1ccc(CC(=O)Nc2c(C(=O)c3ccccc3)oc3ccc(Cl)cc23)cc1OCC | u | x | -1%
Cc1ccc(NC(=O)C2CCCN(c3nnc(C)c4c(C)n(-c5ccccc5)nc34)C2)cc1Cl (stereo not given) | 4.1µM* | x | 6%
O=C(C1CCCCC1)N1CCN(c2ncccn2)CC1 | 0% | 24% | 0%
CCOC(=O)c1cc(-c2ccccc2)n(CCCC(=O)Nc2cccc(C)c2)c1C | 16µM* | x | 4%
COC(=O)[C@]1(C)N[C@H](c2ccc(-c3ccc(Cl)c(Cl)c3)c(OC)c2)[C@@H]2C(=O)N(C)C(=O)[C@@H]21 | 7.3µM* | 2% | x
O=S(=O)(Nc1cccc(F)c1)c1cccc2nsnc12 | -5% | 5% | x
COc1ccc(NC(=O)NNC(=O)c2ccc3ccccc3c2)cc1OC | -1% | -1% | -8%
COc1ccc(NC(=O)C(CC(=O)O)Cc2ccc(Br)cc2)cc1 (stereo not given) | 0% | -6% | x
CCCCCOC(=O)C1=C(C)Nc2nnnn2C1c1ccccc1Cl (stereo not given) | 21µM* | 23% | 8%
Cc1ccc(NC(=O)CSC2=C(C#N)C(c3ccco3)C3=C(CCCC3=O)N2)cc1 (stereo not given) | u | -23% | 11%
O=C(CCNc1cccc(Cl)c1)c1cccs1 | 15µM* | 3% | -1%
CCOc1ccccc1CNC(=O)CCc1cn(CC)c2ccccc12 | u | -3% | x
COc1cccc(CNC(=O)CCS(=O)(=O)c2ccccc2Cl)c1 | -14% | x | 0%
CN(Cc1nc(-c2ccncc2)no1)S(=O)(=O)c1ccc(Cl)cc1 | u | -3% | 9%
O=C(O)c1ccc(CNc2ccccc2C(=O)O)cc1 | -2% | 10% | -7%
Nc1c(-c2ccc(Cl)cc2)cnn1-c1cccc(C(F)(F)F)c1 | u | 3% | -12%
CN1C2C(Br)CCCCN2c2ccc(F)cc2S1(=O)=O (stereo not given) | -23% | -3% | -1%
Cc1ccc(F)c(C2C3C=CCCC3(C)C(=O)N2Cc2ccccc2)c1 (stereo not given) | x | 7% | 6%
O=C(NNS(=O)(=O)c1ccccc1)Nc1ccc(F)cc1 | 1% | -7% | 4%
C/C(=N/NC(=O)CN1CCN(Cc2ccccc2Cl)CC1)c1ccco1 | -29% | -3% | 4%
COc1cccc(-c2c(C(=O)N/N=C(\C)c3ccc(Cl)s3)nnn2-c2nonc2N)c1 | -11% | 3% | 3%
N#C/C(=C\c1ccc(OCc2ccc(Cl)cc2Cl)cc1)c1nc2ccccc2[nH]1 | 21µM* | x | 0%[12.3 µM]
(cont.)
SMILES | DT40 TDP1 no CPT | N370S GC mod | TDP1 block
CC(C)C(=O)c1cc2c(cc1NC(=O)c1ccccc1)OCCO2 | -20% | u | x
CCOC(=O)c1cc(S(=O)(=O)N2CCN(c3ccccc3OC)CC2)[nH]n1 | -17% | x | -1%
COCc1ccc(C(=O)NC2CC(C)(C)Cc3c2cnn3-c2ccc(C)cc2)o1 (stereo not given) | u | 1% | 3%
CNCCCOc1cccc(OC(C)C)c1 | 5% | 2% | -5%
CCOc1c(Br)cc(/C=C2\N=C(C)OC2=O)cc1Br | u | -9% | x
O=C(NCc1nc2ccccc2[nH]1)c1ccc(S(=O)(=O)N2CCOCC2)cc1 | -6% | 7% | -3%
CCC(=O)c1ccc(OCC(=O)OCC(=O)c2cc(C)n(C)c2C)cc1 | 5% | -12% | 2%
COc1ccc(NC(=O)CSc2nc3ccccc3c(=O)n2CCCC(=O)NCC2CCCO2)c(OC)c1 (stereo not given) | -12% | 4% | 1%
CC(O)CNCCCOc1cccc(Oc2ccccc2)c1 (stereo not given) | 16µM* | -2% | x
CCOC(=O)C1CCN(C(=O)C(CCSC)NC(=O)COc2ccccc2)CC1 (stereo not given) | u | x | 1%
O=C(CNC(=O)c1ccccc1Br)N/N=C/c1ccc(O)cc1 | 10% | -6% | 6%
CCOc1ccc(NC(=O)CN2C(=O)CCSc3ccc(S(=O)(=O)N4CCCC4)cc32)cc1 | -4%&-20% | -2% | -1%&-1%
CCN(CC)CCN(C(=O)C1CCCCC1)c1nc2cc3c(cc2s1)OCO3 | u | -15% | 7%

Not a retest: entries from further up.
SMILES | DT40 TDP1 no CPT | N370S GC mod | TDP1 block
O=C(NNS(=O)(=O)c1ccccc1)Nc1ccc(F)cc1 | 1% | -7% | 4%
C/C(=N/NC(=O)CN1CCN(Cc2ccccc2Cl)CC1)c1ccco1 | -29% | -3% | 4%
COc1cccc(-c2c(C(=O)N/N=C(\C)c3ccc(Cl)s3)nnn2-c2nonc2N)c1 | -11% | 3% | 3%
N#C/C(=C\c1ccc(OCc2ccc(Cl)cc2Cl)cc1)c1nc2ccccc2[nH]1 | 21µM* | x | 0%[12.3 µM]
CC(C)C(=O)c1cc2c(cc1NC(=O)c1ccccc1)OCCO2 | -20% | u | x
CCOC(=O)c1cc(S(=O)(=O)N2CCN(c3ccccc3OC)CC2)[nH]n1 | -17% | x | -1%
COCc1ccc(C(=O)NC2CC(C)(C)Cc3c2cnn3-c2ccc(C)cc2)o1 (stereo not given) | u | 1% | 3%
CNCCCOc1cccc(OC(C)C)c1 | 5% | 2% | -5%
CCOc1c(Br)cc(/C=C2\N=C(C)OC2=O)cc1Br | u | -9% | x
O=C(NCc1nc2ccccc2[nH]1)c1ccc(S(=O)(=O)N2CCOCC2)cc1 | -6% | 7% | -3%
CCC(=O)c1ccc(OCC(=O)OCC(=O)c2cc(C)n(C)c2C)cc1 | 5% | -12% | 2%
COc1ccc(NC(=O)CSc2nc3ccccc3c(=O)n2CCCC(=O)NCC2CCCO2)c(OC)c1 (stereo not given) | -12% | 4% | 1%
CC(O)CNCCCOc1cccc(Oc2ccccc2)c1 (stereo not given) | 16µM* | -2% | x
CCOC(=O)C1CCN(C(=O)C(CCSC)NC(=O)COc2ccccc2)CC1 (stereo not given) | u | x | 1%

This is a subset; rates above refer to the full screens.
